Source: PubChem BioAssay (NMMLSC)
Bim-Bcl-2: disrupts Bim peptide binding to human Bcl-2; 190,000 compounds, 0.06% hits; P10415; inhibition, % at 10 µM; AID 950; Bead-based flow cytometry, Bim peptide-Bcl-2 binding; in the data active = inhibition above about 40%; inconclusive = no clear call, values can overlap the other calls;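 also: 0% = no compound wells with probe peptide and 100% = reference peptide inhibitor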
ABCB1 inh: inhibitors of human ABCB1 transporter, ABCG2 counter-screen. CCRF-Adr cells, JC-1 efflux, flow cytometry. inhibition, % at 6.6 µM. P08183. 190,000 compounds, 0.067% hits; in the data active = inhibition above about 40%;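 also: 0% = vehicle and 100% = reference inhibitor; higher value means more JC-1 retained so stronger ABCB1 efflux block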
GSH bead fluor: compound fluoresces at 488/530 nm on GSH beads; GSH beads flow cytometry, compound fluorescence 488/530 nm; hits give high values; fluorescence (KMESF) at 10 µM; 190,000 compounds, 0.25% hits; AID 1776; in the data active = fluorescence above about 89;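 also: glutathione beads carrying GST-tagged Bcl family fusion proteins plus one bare bead set; values are compound well signal with DMSO vehicle wells as background; inactives centre near 16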
Bcl-XL Bim block: inhibitors of Bim-Bcl-XL interaction, human; Bim peptide-Bcl-XL binding, bead flow cytometry, fluorescence; inhibition, % at 10 µM; 190,000 compounds, 0.04% hits; AID 1007
ABCG2 block: human ABCG2 inhibition, ABCB1 as counter-screen; Q9UNQ0; IgMXP3 cells, JC-1 efflux, flow cytometry; inhibition, % at 6.6 µM; 190,000 compounds, 0.1% hits; AID 1325;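 active = inhibition above 80%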;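 also: 0% = DMSO and 100% = nicardipine control wells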
Target sequence (Q9UNQ0 whole entry, looked up): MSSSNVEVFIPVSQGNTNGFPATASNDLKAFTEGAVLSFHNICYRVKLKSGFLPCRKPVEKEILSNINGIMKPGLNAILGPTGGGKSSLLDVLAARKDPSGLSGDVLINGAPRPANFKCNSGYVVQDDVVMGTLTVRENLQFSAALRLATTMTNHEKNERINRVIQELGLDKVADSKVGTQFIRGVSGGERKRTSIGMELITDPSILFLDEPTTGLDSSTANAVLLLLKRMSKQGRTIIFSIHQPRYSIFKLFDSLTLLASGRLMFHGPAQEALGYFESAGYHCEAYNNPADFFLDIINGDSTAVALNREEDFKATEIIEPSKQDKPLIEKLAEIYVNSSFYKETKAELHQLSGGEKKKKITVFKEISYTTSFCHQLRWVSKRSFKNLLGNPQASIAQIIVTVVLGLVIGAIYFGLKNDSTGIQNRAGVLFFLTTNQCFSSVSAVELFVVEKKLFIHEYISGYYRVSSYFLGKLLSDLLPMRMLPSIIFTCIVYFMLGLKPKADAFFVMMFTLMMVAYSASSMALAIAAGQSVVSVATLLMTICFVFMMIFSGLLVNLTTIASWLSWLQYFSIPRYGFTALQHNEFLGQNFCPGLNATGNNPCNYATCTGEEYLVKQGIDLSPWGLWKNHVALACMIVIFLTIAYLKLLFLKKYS
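Assay system – ABCG2 IgMXP3 and barcoded ABCB1 CCRF-Adr cell mix · Input – 3 million cells/mL in well · Reagent – JC-1 fluorescent substrate · Compound – single test compound dose, 6.6 µM final · Timing – 10 min exposure at 25 °C with rotation, no wash · Detection – flow cytometry of retained JC-1 fluorescence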
RGS4-Gao reg: modulates binding of RGS4 to human Galphao; Multiplexed bead flow cytometry; actives lie on both sides; binding response (% of control), % at 10 µM; 220,000 compounds, 0.33% hits; in the data active = binding response below about 49% or above about 150%; inactive = in between;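 also: fluorescent Galphao activated with aluminum fluoride binding bead-coupled RGS4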
Bim-Bcl-B: inhibitors of Bim-Bcl-B interaction, human. Q9HD36. bead-based flow cytometry, Bim peptide-Bcl-B binding. inhibition, % at 10 µM. 190,000 compounds, 0.073% hits;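 also: 0% = tracer peptide without compound and 100% = reference inhibitor peptide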
Target sequence (Q9HD36 whole entry, looked up): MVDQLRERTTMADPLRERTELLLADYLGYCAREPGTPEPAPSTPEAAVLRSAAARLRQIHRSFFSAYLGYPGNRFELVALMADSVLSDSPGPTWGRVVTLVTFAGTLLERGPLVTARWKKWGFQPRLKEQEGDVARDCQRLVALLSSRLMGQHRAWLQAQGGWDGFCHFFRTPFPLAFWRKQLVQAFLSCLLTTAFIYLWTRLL
RGS8-Gao reg: regulators of human RGS8-Galphao interaction; P09471; multiplexed bead flow cytometry, RGS8-Galphao binding; actives lie on both sides; response (percent of control binding), % at 10 µM; 220,000 compounds, 0.34% hits; AID 1423; in the data active = response below about 60% or above about 140%; inactive = in between;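 also: Galphao activated as the GDP aluminium fluoride complex binding bead-coupled RGS8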
Bfl-1 Bim block: human Bim-Bfl-1 interaction inhibition. AID 1008. Bead-based flow cytometry, Bim-Bfl-1 binding inhibition. 190,000 compounds, 0.12% hits. inhibition, % at 10 µM;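 also: 0% = wells without compound plus tracer and 100% = blocker peptide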
Bcl-W Bim block: inhibitors of Bim-Bcl-W interaction, human | Q92843 | 190,000 compounds, 0.02% hits | inhibition, % at 10 µM | bead-based flow cytometry, Bim peptide-Bcl-W binding | AID 952;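 also: 0% = bound tracer without compound and 100% = peptide blocker; higher means less fluorescent Bim peptide bound to Bcl-W beads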
Target sequence (Q92843 whole entry, looked up): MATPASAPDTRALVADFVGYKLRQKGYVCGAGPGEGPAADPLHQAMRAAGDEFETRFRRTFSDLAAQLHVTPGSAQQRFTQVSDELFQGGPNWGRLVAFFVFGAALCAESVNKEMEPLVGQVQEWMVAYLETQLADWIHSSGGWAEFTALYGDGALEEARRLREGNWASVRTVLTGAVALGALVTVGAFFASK
RGS7-Gao: modulates binding of RGS7 to human Galphao. P09471. binding response (% of control), % at 10 µM. Multiplexed bead flow cytometry; actives lie on both sides. 220,000 compounds, 0.35% hits; in the data active = binding response below about 49% or above about 150%; inconclusive = no clear call, values can overlap the other calls; inactive = in between;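 also: fluorescent Galphao held in activated GDP-AlF4 state binding bead-coupled RGS7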
* = called active by the depositor; ? = inconclusive; . = not tested or not shown; [ ] = remark or other dose. Rule as the data show it, unless noted: active = inhibition above about 40%.

SMILES	Bim-Bcl-2	ABCB1 inh	GSH bead fluor	Bcl-XL Bim block	ABCG2 block	RGS4-Gao reg	Bim-Bcl-B	RGS8-Gao reg	Bfl-1 Bim block	Bcl-W Bim block	RGS7-Gao
CCOC(=O)N1CCC(N(CCN(C)C)C(=S)Nc2ccc(Oc3ccccc3)cc2)CC1	-7	-0.3	14	-5	0	101	-28	103	-2	-4	101
Cc1ccc2nsnc2c1S(=O)(=O)NCc1cccnc1	-2	0.0	20	-2	0	93	-7	96	-6	-4	96
CCC(=O)N1c2ccc(S(=O)(=O)N(CCO)Cc3ccccc3)cc2CC1C (configuration not stated)	-5	1.7	13	2	0	102	-5	102	-8	4	99
CCCCN(C(=O)Cn1nnc2ccccc21)C(C(=O)NCCOC)c1ccc(OC)cc1OC (configuration not stated)	-5	0.7	11	-7	1	101	-5	101	-1	-4	100
Cc1nn(C)cc1C(C)NC(=O)c1cc(COc2c(F)cccc2F)on1 (configuration not stated)	-1	3.2	10	0	10	97	0	97	-7	-1	96
CCn1cnc2cc(NCc3cccs3)ccc21	-5	0.7	15	0	5	104	-3	102	-6	-3	?
Cc1csc(NC(=O)CS(=O)(=O)Cc2ccccc2)n1	-2	0.4	26	1	-1	101	0	99	-3	0	102
CCn1nc(C)c(NC(=O)CC23CC4CC(CC(C4)C2)C3)c1C	1	8.0	19	0	16	96	-2	96	3	0	98
O=C(O)c1cc(NS(=O)(=O)c2ccc(N3CCCCC3)c([N+](=O)[O-])c2)cc(C(=O)O)c1	0	0.6	7	-3	2	94	-4	97	-4	-1	98
Cn1c(=O)c2c(nc(OCC3COC(C)(C)O3)n2Cc2ccccc2F)n(C)c1=O (configuration not stated)	-7	1.2	31	-13	11	165*[activator]	-10	145*[activator]	-12	-6	164*[activator]
CCN1CCC(=NNC(=O)c2ccc(C)c([N+](=O)[O-])c2)CC1	0	0.3	20	0	1	103	0	101	-1	-1	100
O=C(CSc1nnc(-c2ccc(Br)cc2)o1)N1CCN(C(=O)c2ccco2)CC1	6	-0.3	14	1	12	103	2	101	2	-1	103
O=C(NNC(=O)c1sccc1-n1cccc1)Nc1ccccc1	0	0.8	17	-2	1	99	-5	98	-4	0	99
O=C(NNC(=O)c1ccco1)c1ccccc1	-4	1.1	15	-3	7	100	-11	100	-10	-4	104
Cc1ccc(C2CC(=O)N(c3ccc(F)cc3)C3=C2C(=O)CCC3)cc1 (configuration not stated)	-5	0.6	14	-4	3	103	-4	100	-10	2	105
COc1ccccc1NC(=O)c1cc(Br)ccc1Cl	-4	-0.7	14	-3	34	100	-5	101	-4	-3	101
CC(=O)OC(COc1cccc(C)c1)Cn1cnc2ccccc21 (configuration not stated)	-4	1.1	13	-3	11	103	-4	103	-7	-1	108
Cc1ccccc1OCCCC(=O)Nc1nncs1	-2	0.0	18	-3	1	103	-6	102	-4	-4	100
COc1cccc(CNC(=O)C2CCN(S(=O)(=O)N3CCC4(CC3)OCCO4)CC2)c1	-5	0.9	24	-6	1	120	-2	115	0	-2	115
O=C(Nc1ccc(S(=O)(=O)NCc2cccnc2)cc1)c1ccccc1Cl	4	0.5	5	-1	4	104	-1	104	0	1	102
CC(C)C[C@H](NC(=O)OC(C)(C)C)c1nnc(SCC(=O)Nc2ccc(Br)cc2)o1	-12	1.2	30	-3	2	99	-10	101	-15	-1	98
COc1ccc(OC)c(NC(=O)C2CCCCC2)c1	3	0.6	8	-2	1	103	0	102	0	2	102
CCc1ccccc1NC(=O)CN(C)C(=O)COc1ccc(C)nc1[N+](=O)[O-]	-1	0.0	9	-5	-6	92	-2	102	-5	-3	89
CCN(CC)CCOc1nc(C)nc2c1oc1ccccc12	-7	0.6	42	1	2	101	-6	102	-14	0	103
Cn1nnnc1SCC(=O)NCc1cccs1	0	0.2	65	-6	2	110	-3	108	-1	-6	112
CN1CCC/C1=C/C=C1\SC(=S)NC1=O	-1	-0.8	8	0	-4	101	0	92	-8	-1	101
O=C(CN1CCN(C/C=C/c2ccccc2)CC1)NC(=O)NC1CCCCC1	-2	2.7	12	-2	5	100	-3	100	-5	-3	99
O=C(COc1ccc(Cl)cc1Cl)N(c1ccccn1)C1CCCCC1	-6	1.7	16	-7	11	99	-6	99	-15	-4	101
O=C(NNC(=O)c1ccccc1-n1cccc1)c1ccc(Cl)cc1Cl	-10	0.3	13	-4	4	101	-7	101	-11	0	105
Cc1ccc(Cl)cc1N1CCN(C(=O)c2ccc3nc[nH]c3c2)CC1	-8	1.6	8	-8	5	101	-6	104	-8	-3	97
O=C(Nc1ccccc1Br)C(=O)N1CCCC1	-3	0.7	6	-5	5	102	-6	103	-2	-1	105
CC(NC(=O)c1ccccc1Cl)C1COc2ccccc2O1 (configuration not stated)	12	0.3	9	20	1	102	10	99	17	21	102
COc1nnc(-c2ccc(C(=O)N3C[C@@H]4C[C@H](C3)c3cccc(=O)n3C4)cc2)c2ccccc12	-7	0.0	22	-3	4	101	-4	102	-3	-4	100
CCOC(=O)CN1C(=O)C(C)(C)Oc2ccc(C(=O)Nc3ccccc3OC)cc21	-9	1.2	61	-10	3	101	-8	101	-8	0	102
CC(C)C(=O)Nc1nc(-c2ccccc2)ns1	1	0.1	14	-1	1	104	-4	105	2	0	100
CCO/C(=C/c1sc2ccc(OC)cc2[n+]1CCCS(=O)(=O)[O-])CC	-9	4.1	34	-9	24	93	-9	93	-18	-2	94
C=CCn1c(SCC(=O)Nc2nnc(CC)s2)nnc1-c1cccnc1	-1	-0.1	20	-3	0	110	-2	112	1	-1	111
CC(C(=O)NC1CC1)c1ncc(C(F)(F)F)cc1Cl (configuration not stated)	0	-0.6	18	-3	-1	102	-2	107	-2	0	102
NC(=O)c1c(NC(=O)CCCC(=O)O)sc2c1CCCCCC2	1	0.3	9	-4	3	90	-12	81	5	0	92
CN1CCN(CCC(=O)Nc2cccc(F)c2)CC1	-3	0.1	6	0	-1	103	2	103	-2	1	101

13 neighbouring records already listed, for reference:
SMILES	Bim-Bcl-2	ABCB1 inh	GSH bead fluor	Bcl-XL Bim block	ABCG2 block	RGS4-Gao reg	Bim-Bcl-B	RGS8-Gao reg	Bfl-1 Bim block	Bcl-W Bim block	RGS7-Gao
Cn1nnnc1SCC(=O)NCc1cccs1	0	0.2	65	-6	2	110	-3	108	-1	-6	112
CN1CCC/C1=C/C=C1\SC(=S)NC1=O	-1	-0.8	8	0	-4	101	0	92	-8	-1	101
O=C(CN1CCN(C/C=C/c2ccccc2)CC1)NC(=O)NC1CCCCC1	-2	2.7	12	-2	5	100	-3	100	-5	-3	99
O=C(COc1ccc(Cl)cc1Cl)N(c1ccccn1)C1CCCCC1	-6	1.7	16	-7	11	99	-6	99	-15	-4	101
O=C(NNC(=O)c1ccccc1-n1cccc1)c1ccc(Cl)cc1Cl	-10	0.3	13	-4	4	101	-7	101	-11	0	105
Cc1ccc(Cl)cc1N1CCN(C(=O)c2ccc3nc[nH]c3c2)CC1	-8	1.6	8	-8	5	101	-6	104	-8	-3	97
O=C(Nc1ccccc1Br)C(=O)N1CCCC1	-3	0.7	6	-5	5	102	-6	103	-2	-1	105
CC(NC(=O)c1ccccc1Cl)C1COc2ccccc2O1 (configuration not stated)	12	0.3	9	20	1	102	10	99	17	21	102
COc1nnc(-c2ccc(C(=O)N3C[C@@H]4C[C@H](C3)c3cccc(=O)n3C4)cc2)c2ccccc12	-7	0.0	22	-3	4	101	-4	102	-3	-4	100
CCOC(=O)CN1C(=O)C(C)(C)Oc2ccc(C(=O)Nc3ccccc3OC)cc21	-9	1.2	61	-10	3	101	-8	101	-8	0	102
CC(C)C(=O)Nc1nc(-c2ccccc2)ns1	1	0.1	14	-1	1	104	-4	105	2	0	100
CCO/C(=C/c1sc2ccc(OC)cc2[n+]1CCCS(=O)(=O)[O-])CC	-9	4.1	34	-9	24	93	-9	93	-18	-2	94
C=CCn1c(SCC(=O)Nc2nnc(CC)s2)nnc1-c1cccnc1	-1	-0.1	20	-3	0	110	-2	112	1	-1	111

(cont.)
SMILES	Bim-Bcl-2	ABCB1 inh	GSH bead fluor	Bcl-XL Bim block	ABCG2 block	RGS4-Gao reg	Bim-Bcl-B	RGS8-Gao reg	Bfl-1 Bim block	Bcl-W Bim block	RGS7-Gao
CSc1ncccc1C(=O)NCC12CC3CC(CC(C3)C1)C2	-3	0.3	14	-1	4	101	-3	103	-4	-2	99
CC1CCN(C(=O)C2CCN(S(=O)(=O)c3cnc[nH]3)CC2)CC1	-2	0.4	9	-2	2	96	-4	91	-7	5	95
CCOc1cccc(-c2nn3c(-c4ccco4)nnc3s2)c1	3	0.3	58	13	1	100	4	98	1	11	97
COC(=O)CC1=NN(c2ccc(OC)cc2)C(=O)C1	-3	1.4	24	0	4	96	0	97	-6	-1	99
O=[N+]([O-])c1ccc(-c2cn(-c3ccccc3)c(=S)[nH]2)cc1	-4	-0.1	11	-12	12	97	-14	95	-1	-9	103
Cc1sc2ncnc(SCC(=O)N3CCCC3=O)c2c1C	-9	1.2	22	-6	17	101	-9	100	-14	-1	102
CS(=O)(=O)N1CCN(C(=O)NC23CC4CC(CC(C4)C2)C3)CC1	-1	0.7	27	-1	3	99	-2	99	-1	-4	96
Cc1cc(C)n(C(=O)CCCC(=O)n2nc(C)cc2C)n1	-9	-0.3	45	0	5	94	-9	96	-9	1	96
Cc1cccc(-n2nnc(C(=O)NCc3ccccc3Cl)c2N)c1	-5	-1.3	13	0	5	88	-2	94	-7	-1	87
CCN(CCC(=O)Nc1cc([N+](=O)[O-])ccc1OC)Cc1ccccc1	-7	.	11	-7	7	104	-4	102	-3	-4	102
O=C1C(Nc2ccccc2)=C/C(=N/S(=O)(=O)c2cccs2)c2ccccc21	-3	0.1	10	-8	-2	98	-10	101	3	-5	98
CC(C)OC(=O)c1nnn(-c2nonc2N)c1CN1CCc2ccccc2C1	-11	1.0	33	-11	4	102	-8	102	-13	0	100
CC(NC(=O)c1ccc(N(C)C)cc1)C(c1cccs1)N1CCN(C)CC1 (configuration not stated)	-8	0.1	25	-6	0	99	-9	97	-14	0	91
Cc1ccc(C)c(Nc2nc(N)c3ccccc3n2)c1	-7	0.4	14	-3	26	93	-7	95	-5	-3	?
Cc1cc(C)nc(NS(=O)(=O)c2ccc(NC(=O)c3ccc4c(c3)OCCO4)cc2)n1	0	-0.4	10	0	1	100	-2	101	-4	0	99
CCc1nnc(NC(=O)CCC(=O)N2CCN(C3c4ccccc4-c4ccccc43)CC2)s1	0	5.8	4	-6	2	94	-3	95	0	-3	89
